# BioA inh: blocks M. tuberculosis BioA enzyme activity; 0.096% of 360,000 active; inhibition, % at 9.99 µM; purified M. tuberculosis BioA enzyme, plate reader; in the data active = inhibition above about 40%; inconclusive = no clear call, values can overlap the other calls
# UGM FP inh: blocks M. tuberculosis UGM enzyme; purified UGM, fluorescence polarization probe displacement; P9WIQ1; 0.06% of 320,000 active; inhibition, % at 10 µM; in the data active = inhibition above about 10%, passing the limit was not always enough; inconclusive = no clear call, values can overlap the other calls
# Target sequence (P9WIQ1 whole entry, looked up): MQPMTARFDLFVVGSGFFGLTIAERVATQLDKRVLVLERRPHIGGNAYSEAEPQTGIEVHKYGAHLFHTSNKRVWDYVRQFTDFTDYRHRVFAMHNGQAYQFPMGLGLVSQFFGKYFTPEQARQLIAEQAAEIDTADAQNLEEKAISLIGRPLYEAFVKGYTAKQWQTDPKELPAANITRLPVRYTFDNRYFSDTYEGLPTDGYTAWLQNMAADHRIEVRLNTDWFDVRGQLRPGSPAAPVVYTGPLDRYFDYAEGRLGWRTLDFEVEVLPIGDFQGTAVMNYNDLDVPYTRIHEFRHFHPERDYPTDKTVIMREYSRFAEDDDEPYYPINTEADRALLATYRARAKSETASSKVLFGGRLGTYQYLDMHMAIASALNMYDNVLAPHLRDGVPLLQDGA
# GDH-TPI inh: GDH-TPI coupled enzyme inhibition counter-screen | inhibition, % at 4.8 µM | GDH-TPI coupled enzyme counterscreen, NADH absorbance | AID 588335 | 1.2% of 360,000 active; in the data active = inhibition above about 30%;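 also: 0% = DMSO wells and 100% = wells lacking the enzyme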
# PrPC surface inh: cell surface PrPC inhibition, primary TR-FRET screen. P04156. TR-FRET read-out. inhibition, % at 13.8 µM. 0.43% of 370,000 active; in the data active = inhibition above about 24%; also: 0% = median of the test wells and 100% = reference compound wells
# FBA Mtb inh: inhibitors of M. tuberculosis fructose-bisphosphate aldolase | AID 588726 | purified M. tuberculosis FBA, fluorescence read-out | inhibition, % at 1 µM | P9WQA3 | 2.3% of 360,000 active; in the data active = inhibition above about 27%;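 also: 0% = vehicle and 100% = reference inhibitor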
# MazEF act: increases E. coli MazEF RNase cleavage of RNA; P0AE70; FAM/BHQ RNA-DNA oligo cleavage fluorescence, 5 h; activation, % at 20 µM; 0.32% of 350,000 active; in the data active = activation above about 50%
# Target sequence (P0AE70 whole entry, looked up): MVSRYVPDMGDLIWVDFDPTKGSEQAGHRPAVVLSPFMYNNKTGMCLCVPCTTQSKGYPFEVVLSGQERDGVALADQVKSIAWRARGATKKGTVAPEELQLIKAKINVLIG
# Rv3671c protease: Rv3671c (M. tuberculosis) protease inhibition | 0.048% of 320,000 active | P9WHR9 | inhibition, % at 5.96 µM; in the data active = inhibition above about 38%;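 also: extracellular domain of Rv3671c used as enzyme; 0% = enzyme with DMSO and 100% = no enzyme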
# Target sequence (P9WHR9 whole entry, looked up, the tested form may be a part): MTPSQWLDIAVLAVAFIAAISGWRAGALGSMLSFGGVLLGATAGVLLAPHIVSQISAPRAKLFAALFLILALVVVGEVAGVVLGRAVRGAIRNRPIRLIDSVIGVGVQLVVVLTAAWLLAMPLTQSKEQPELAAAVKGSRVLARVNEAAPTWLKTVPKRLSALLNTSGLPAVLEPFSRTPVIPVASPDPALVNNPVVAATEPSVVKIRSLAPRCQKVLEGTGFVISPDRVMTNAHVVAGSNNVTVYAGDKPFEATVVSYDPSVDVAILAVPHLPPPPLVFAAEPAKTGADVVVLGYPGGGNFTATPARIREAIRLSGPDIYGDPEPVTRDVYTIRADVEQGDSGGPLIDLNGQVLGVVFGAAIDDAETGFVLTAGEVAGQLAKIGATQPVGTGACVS
# FadD28 binding: blocks FadD28 binding to the bisubstrate probe; inhibition, % at 12.5 µM; 0.22% of 360,000 active; fluorescence polarization; in the data active = inhibition above about 8.5%, passing the limit was not always enough; inconclusive = no clear call, values can overlap the other calls
# BoNT-F LC inh: inhibitors of Botulinum neurotoxin F light chain protease; Multiplex microsphere protease cleavage assay, flow cytometry; 0.22% of 360,000 active; inhibition, % at 10 µM; in the data active = inhibition above about 35%, passing the limit was not always enough; inconclusive = no clear call, values can overlap the other calls; also: plate controls were buffer without enzyme for full effect and enzyme alone for no effect
# Active calls of the source: *; u = inconclusive; x = not tested or not shown; & = joins results of further samples.
SMILES,BioA inh,UGM FP inh,GDH-TPI inh,PrPC surface inh,FBA Mtb inh,MazEF act,Rv3671c protease,FadD28 binding,BoNT-F LC inh
CC(=O)NC(c1cccs1)c1cc(F)c2cccnc2c1O (stereo not given),-1.1,0.6,4,21,-1,7,7,-4.0,-4
CCn1c(=O)n(CC)c2cc(S(=O)(=O)Nc3c(C)cccc3C)ccc21,0.6,2.5,16,3,6,7,6,-1.2,2
COc1ccccc1CNC(=O)COC(=O)CSc1ccc(F)cc1,-1.1,-1.4,17,4,3,-1,-6,-1.7,5
COC(=O)C1CCN(S(=O)(=O)CCNC(=O)c2cccc(OC)c2)CC1,-0.4,-0.1,2,3,0,6,2,-1.5,1
COc1ccc(C(=O)CC(c2ccc3c(c2)OCO3)c2c(O)c3ccccc3oc2=O)cc1OC (stereo not given),0.5,x,9,5,-5,0,x,-2.4,-7
COC(=O)c1ccc(NC2c3ncccc3C(=O)N2Cc2cccs2)cc1 (stereo not given),x,-0.5,5,-3,2,4,6,0.5,-4
Cc1ccc(-c2csnn2)cc1,x,1.9,6,-6,6,5,7,0.2,u
CCN(CC)C(=O)C1=C(C)N(Cc2ccc(OC)cc2)C(=O)C(CC(=O)NC2CCCCC2)C1 (stereo not given),2.4,x,-6,5,-2,5,x,-0.3,3
O=[N+]([O-])c1cc(-c2nnc(C34CC5CC(CC(C5)C3)C4)o2)cc([N+](=O)[O-])c1,1.0,-3.2,-6,-3,2,8,-2,-2.0,8
CN(NC(=S)Nc1ccc(OC(F)F)cc1)C(=S)Nc1ccc(OC(F)F)cc1,x,1.8,4,2,-1,7,-1,1.3,-6
CN1CCC(N(C)Cc2cccnc2)CC1,-1.9,-0.7,-2,-13,3,11,-12,-4.0,-2
COC(=O)C1=NN(C(=O)c2ccc(Cl)cc2)C(O)(c2ccccc2)C1 (stereo not given),0.4,1.0,2,7,-2,-1,8,0.3,-13
COCCNC(=S)N/N=C(\C)c1ccc(Cl)s1,x,1.8,45*,-5,1,2,11,-1.1,x
CCCCN(C(=O)C1CC(=O)N(c2ccc3c(c2)OCCO3)C1)c1c(N)n(CCCC)c(=O)[nH]c1=O (stereo not given),-0.3,3.5,-9,-3,4,-1,-7,-2.3,-3
CN1CCN(C(=O)CNC(=O)C23CC4CC(CC(C4)C2)C3)CC1,4.9,0.0,3,2,-2,6,-11,-0.1,0
CCCN(CCC)Cc1c(C(=O)N/N=C/c2ccc(C)o2)nnn1-c1nonc1N,9.7,1.4,19,-2,1,2,3,-1.9,-2
Cc1ccc(Cl)c(Nc2ccccc2C(=O)O)c1Cl,0.7&0.5&-0.9,x,8&10,-2&7,-1&0,-3&6,0&3,-0.5&0.9,4&-1
Cc1ccc(Cl)c(OCC(=O)Nc2ccccc2N2CCCCC2)c1,-0.9,2.3,-4,-4,1,-14,-2,-3.1,4
O=C(Nc1cccc(NC(=O)C2CC3CCCC(C2)C3=O)n1)C1CC2CCCC(C1)C2=O (stereo not given),-2.0,-1.2,-6,7,1,-1,-1,-4.0,17
CCC(=O)N1CCc2cc(S(=O)(=O)NCCC(=O)NCc3ccccc3OC)ccc21,0.1,-1.7,-8,1,-3,3,3,-1.1,3
COc1ccc(Cl)cc1NC(=O)CCn1c(=O)oc2ccccc21,7.1,1.3,2,10,2,-16,-7,-1.7,-2
COc1cc2nc(/C=C/c3cc(OC)c(OC)c(OC)c3)sc2cc1SC,x,-0.5,19,7,13,2,-10,-2.3,13
O=C(O)c1cc(=O)c2c(Cl)cc(Cl)cc2[nH]1,-2.2,4.1,22,4,9,9,-4,-2.5,0
COc1ccc(OC)c(S(=O)(=O)N(C)CC(=O)N2CCCCC2)c1,-1.8,-1.0,-8,-3,2,-3,1,-1.8,0
COc1ccc(C(=S)N2CCCC2)cc1Br,3.7,-3.7,-4,11,0,1,-7,-4.9,u
COc1ccc(N2C(S)=C(C#N)C(=O)NC2c2ccc(OC)c(OC)c2)cc1 (stereo not given),x,0.1,4,10,2,4,8,0.8,-4
O=C(CCC(=O)c1cccs1)NCc1ccc(Cl)cc1,-0.7,1.4,3,-3,0,4,1,-2.0,-1
CC(C)N(C(=O)COC(=O)c1cccc(S(=O)(=O)N2CC3(C)CC2CC(C)(C)C3)c1)C(C)C (stereo not given),-1.4,x,-3,2,-2,3,x,-0.2,1
COc1cc(Br)cc(/C=N/NC(=O)Cc2ccc(C(F)(F)F)cc2[N+](=O)[O-])c1O,-1.7,-0.8,2,-2,2,-5,5,-0.5,10
CCCCN(C)CCNC(=O)c1nn(-c2ccc(OC)cc2)c(=O)c2c1c1ccccc1n2C,-1.7,4.7,4,-11,3,13,-1,-2.1,-3
N#Cc1cnn(-c2nc3sc4c(c3c(=O)[nH]2)CCCC4)c1N,x,2.6,12,-10,1,-4,8,-0.4,-6
c1ccc(-c2ccc(OCCCNC3CCCC3)cc2)cc1,0.1,0.4,0,-16,0,21,5,-1.5,-7
COCCCN1C(=O)C(CC(=O)NCc2cccs2)CC(C(=O)N2CCOCC2)=C1C (stereo not given),-1.6,x,2,5,0,8,x,-0.8,0
CCOC(=O)c1cnc(SCC)[nH]c1=O,x,0.2,-4,5,4,-1,-1,0.4,2
COc1ccc(N(CC(=O)N2CCN(c3ccccc3)CC2)S(=O)(=O)c2ccccc2)cc1,0.6,x,15,1,0,3,x,-2.0,2
O=C(CN1CCC(C(=O)c2ccc3c(c2)OCCO3)CC1)Nc1ccccc1C(F)(F)F,-1.6,1.4,-3,1,-1,-3,-10,-1.1,-2
CNS(=O)(=O)c1cccc(C(=O)NNC(=O)CN(C)S(=O)(=O)c2ccc(Cl)cc2)c1,-1.1,4.8,7,-9,4,0,4,-0.5,x
COc1cc(/C=C/C(=O)N2CCCC2)cc(OC)c1OC,2.6,-6.2,0,9,4,-5,0,-3.2,-6
CC(C)Oc1ccc(C(=O)Nc2cc(=O)n(C)c(=O)n2C)cc1,-1.0,0.4,6,0,2,5,4,-3.9,0
Cc1nc2ccccc2cc1C(=O)N/N=C/c1ccccc1[N+](=O)[O-],x,-1.6,11,-8,1,13,-4,-1.0,4
CCOc1ccc(Oc2ccccc2NC(=O)CCNC(C)=O)cc1,-4.1,1.3,-3,7,0,0,0,-2.3,-5
CCOC(=O)N1CCN(c2ccncc2S(=O)(=O)N2CCCCC2)CC1,-0.1,0.4,0,3,-3,7,2,-2.6,2
COc1ccc(C=C(C#N)C#N)c(CSc2ccccn2)c1,1.4,2.5,10,-10,1,0,-8,-0.6,24
OC(COC(c1ccccc1)c1ccccc1)CN1CCCCC1 (stereo not given),-1.4,-0.3,5,4,2,0,-8,-1.6,14
CC1CCCCN1CC(O)COCc1ccccc1 (stereo not given),-1.3,2.4,4,3,0,3,x,x,22
CN(C)C(=O)c1cn(-c2ccccc2)nc1-c1cccc([N+](=O)[O-])c1,-0.5,1.6,-3,-10,0,4,-5,-0.4,-4
O=C(CSc1nc2ccccc2s1)NC1CCCc2ccccc21 (stereo not given),-3.1,-0.1,6,-2,0,-8,-16,-0.9,-6
CC(=O)c1ccccc1NC(=O)COC(=O)CCC1CCCC1,2.1,-1.3,-3,-4,3,-1,3,-4.1,-4

# Quoted from the listing:
# `Cc1nc2ccccc2cc1C(=O)N/N=C/c1ccccc1[N+](=O)[O-]` in FadD28 binding is listed with -1.0
# `O=C(CSc1nc2ccccc2s1)NC1CCCc2ccccc21` (stereo not given) in MazEF act is listed with -8
# `OC(COC(c1ccccc1)c1ccccc1)CN1CCCCC1` (stereo not given) in UGM FP inh is listed with -0.3

# Entries of single compounds, quoted from the list:
# CCOC(=O)N1CCN(c2ccncc2S(=O)(=O)N2CCCCC2)CC1 as listed: BioA inh: -0.1; UGM FP inh: 0.4; GDH-TPI inh: 0; PrPC surface inh: 3; FBA Mtb inh: -3; MazEF act: 7; Rv3671c protease: 2; FadD28 binding: -2.6; BoNT-F LC inh: 2
# CNS(=O)(=O)c1cccc(C(=O)NNC(=O)CN(C)S(=O)(=O)c2ccc(Cl)cc2)c1 as listed: BioA inh: -1.1; UGM FP inh: 4.8; GDH-TPI inh: 7; PrPC surface inh: -9; FBA Mtb inh: 4; MazEF act: 0; Rv3671c protease: 4; FadD28 binding: -0.5; BoNT-F LC inh: x
# CN(C)C(=O)c1cn(-c2ccccc2)nc1-c1cccc([N+](=O)[O-])c1 as listed: BioA inh: -0.5; UGM FP inh: 1.6; GDH-TPI inh: -3; PrPC surface inh: -10; FBA Mtb inh: 0; MazEF act: 4; Rv3671c protease: -5; FadD28 binding: -0.4; BoNT-F LC inh: -4

# (list continues)
SMILES,BioA inh,UGM FP inh,GDH-TPI inh,PrPC surface inh,FBA Mtb inh,MazEF act,Rv3671c protease,FadD28 binding,BoNT-F LC inh
COc1ccc(/C=C2\CN(Cc3ccccc3)C/C(=C\c3ccc(OC)cc3)C2=O)cc1,x,-0.3,-4,-1,2,-1,1,-1.9,-1
S=C(Nc1cccnc1)Nc1ccccc1Br,4.4,2.7,6,3,5,5,-6,-2.2,-4
Cc1ccc(OCC(=O)Nc2cccc(S(=O)(=O)N3CCCCCC3)c2)cc1C,-1.5,-0.2,1,-2,-2,-3,-26,0.0,22
Cc1ccc(S(=O)(=O)Nc2nc3ccccc3nc2NCc2ccc3c(c2)OCO3)cc1C,x,2.9,6,3,0,-1,-2,-2.2,-2
Cc1ccc(OC(=O)CCC(=O)Nc2ccc(S(=O)(=O)Nc3cc(C)on3)cc2)cc1,17,-0.2,6,-6,-1,-1,-1,-0.1,2
Cn1ccnc1C(O)c1ccco1 (stereo not given),-0.3,-6.2,10,-5,-2,3,3,0.0,12
Cc1nn(-c2ccccc2)c(C)c1/C=C/C(=O)OCC(=O)Nc1ccc(S(N)(=O)=O)cc1,x,-0.2,6,11,1,3,-7,0.6,2
CN1CCN(C(=O)C2CC(=O)N(c3ccc(Cl)cc3)C2)CC1 (stereo not given),-2.2,-2.9,2,5,4,6,0,0.5,-4
COc1cccc(-n2c(=S)sc3c(=O)n(-c4ccccc4C)c(SCC(=O)O)nc32)c1,-0.5,1.5,17,8,4,-10,1,x,-23
Cc1nc2ccccn2c1-c1csc(NCc2ccco2)n1,0.9,2.7,-4,1,-11,8,6,-2.0,0
COc1cccc(CNc2nc3cc(-c4ccc(OC)c(OC)c4)sc3c(=O)n2C)c1,-0.1,x,15,-13,6,x,x,-2.6,0
COc1cccc(CN(CC2CCCO2)S(=O)(=O)c2ccc(-n3cnnn3)c(OC)c2)c1 (stereo not given),x,-0.5,-4,-3,-3,8,3,-4.0,-7
O=C(COC(=O)C1CC(=O)N(Cc2ccco2)C1)c1ccc(OC(=O)c2ccco2)cc1 (stereo not given),1.5,3.1,-3,2,2,4,-15,-2.6,8
N#CCCn1c(SCC(=O)NCCc2ccc(F)cc2)nc2ccccc21,0.7,-0.2,11,5,0,-12,-1,-2.8,-1
CN(C)S(=O)(=O)c1cccc(COC(=O)CCNC(=O)c2ccc([N+](=O)[O-])cc2)c1,-2.3,x,-5,-5,1,-17,-3,1.3,-9
O=C(NCCNC(=O)c1ccccc1F)c1ccccn1,2.8,-1.4,-8,7,1,-3,-5,-3.4,8
CCCCCCn1c(CN2CCCCC2CC)nc2c1c(=O)n(C)c(=O)n2C (stereo not given),-1.5,-0.2,10,-2,5,-2,1,-5.1,-8
CC(C)C(=O)c1ccc(O)c(O)c1,0.3,0.8,38*,2,7,4,5,-0.1,-2
O=C(Cn1cc(C(=O)C(F)(F)F)c2ccccc21)N1CCOCC1,x,1.5,10,1,-2,7,7,-0.2,-2
CC(=O)c1ccc(N=Nc2ccc(C)cc2)cc1,x,x,5,-4,-6,-5,x,-3.7,-9
CC1(C)CCC(=O)C=C1Nc1ccc(F)c(Cl)c1,17,-1.9,0,-1,-1,17,x,-0.8,u
O=[N+]([O-])c1ccc(Cl)c(/C=N/N2CCN(c3ccccc3)CC2)c1,0.6,-1.0,16,-2,-2,-3,4,-2.9,-5
Cc1ccc(CNC(=O)Nc2nnc([C@H]3C[C@H](O)[C@@H](CO)O3)s2)cc1,-0.2,x,0,26*,4,x,x,-1.1,5
O=c1[nH]c(C2CCCN(S(=O)(=O)c3ccc(F)cc3)C2)nc2c1nnn2Cc1ccc(F)cc1 (stereo not given),-0.4,-0.3,-7,4,-1,4,5,-4.8,-2
CN1CCN(S(=O)(=O)c2ccc(Oc3ccc(F)cc3Br)nc2)CC1,-2.4,0.7,15,-8,-1,15,6,1.7,0
O=C(Oc1ccc(-c2cnc3ccccc3n2)cc1)c1ccco1,-2.2,1.4,-1,-24,1,-8,-15,-3.2,-4

# Compound activity: PubChem BioAssay, several laboratories
